Bioassay records (PubChem)
RGS8-Gao reg = modulates binding of RGS8 to human Galphao; multiplexed bead flow cytometry; actives lie on both sides; 220,000 compounds, 0.34% hits; AID 1423; response (percent of control binding), % at 10 µM; in the data active = response below about 60% or above about 140%; inactive = in between;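 also: Galphao activated as the GDP aluminium fluoride complex binding bead-coupled RGS8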
ABCG2 block = blocks JC-1 efflux by human ABCG2 transporter. inhibition, % at 6.6 µM. IgMXP3 cells, flow cytometry. Q9UNQ0. 190,000 compounds, 0.1% hits;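 active = inhibition above 80%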;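 also: 0% = DMSO and 100% = nicardipine control wells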
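material = IgMXP3 (ABCG2) plus far-red-tagged CCRF-Adr (ABCB1) cells | amount = 3 million cells/mL, equal mix of both lines | also added = JC-1 transporter substrate | dosing = one concentration, 6.6 µM final | schedule = 10 min at 25 °C | measured by = flow cytometric JC-1 green MFI at 530 nm | read-out basis = percent efflux inhibition, scaled nicardipine 100% to DMSO 0%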
ABCB1 inh = blocks JC-1 efflux by human ABCB1 transporter. CCRF-Adr cells, flow cytometry. inhibition, % at 6.6 µM. 190,000 compounds, 0.067% hits; in the data active = inhibition above about 40%;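 also: 0% = vehicle and 100% = reference inhibitor; higher value means more JC-1 retained so stronger ABCB1 efflux block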
Bcl-XL Bim block = inhibitors of Bim-Bcl-XL interaction, human | Q07817 | Bim peptide-Bcl-XL binding, bead flow cytometry, fluorescence | inhibition, % at 10 µM | 190,000 compounds, 0.04% hits | AID 1007
Bim-Bfl-1 = disrupts Bim binding to human Bfl-1; Bead-based flow cytometry, Bim-Bfl-1 binding inhibition; Q16548; 190,000 compounds, 0.12% hits; inhibition, % at 10 µM;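 also: 0% = wells without compound plus tracer and 100% = blocker peptide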
Bcl-W Bim block = inhibitors of Bim-Bcl-W interaction, human. Q92843. bead-based flow cytometry, Bim peptide-Bcl-W binding. inhibition, % at 10 µM. 190,000 compounds, 0.02% hits;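 also: 0% = bound tracer without compound and 100% = peptide blocker; higher means less fluorescent Bim peptide bound to Bcl-W beads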
Target sequence (Q92843 whole entry, looked up): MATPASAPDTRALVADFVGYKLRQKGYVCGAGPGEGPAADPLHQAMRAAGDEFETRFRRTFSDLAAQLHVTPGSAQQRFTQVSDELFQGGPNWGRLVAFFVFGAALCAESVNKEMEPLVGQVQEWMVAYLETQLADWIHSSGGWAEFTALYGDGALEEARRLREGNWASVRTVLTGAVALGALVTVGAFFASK
RGS7-Gao reg = human RGS7-Galphao interaction regulation | P09471 | AID 1439 | Multiplexed bead flow cytometry, RGS7-Galphao binding; actives lie on both sides | binding response (% of control), % at 10 µM | 220,000 compounds, 0.35% hits; in the data active = binding response below about 49% or above about 150%; inconclusive = no clear call, values can overlap the other calls; inactive = in between;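 also: fluorescent Galphao held in activated GDP-AlF4 state binding bead-coupled RGS7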
Mcl-1 Bim block = inhibitors of Bim-Mcl-1 interaction, human; Bead-based flow cytometry, Bim peptide-Mcl-1 binding; inhibition, % at 10 µM; Q07820; AID 1009; 190,000 compounds, 0.1% hits;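 also: 0% = no compound tracer wells and 100% = peptide blocker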
Target sequence (Q07820 whole entry, looked up): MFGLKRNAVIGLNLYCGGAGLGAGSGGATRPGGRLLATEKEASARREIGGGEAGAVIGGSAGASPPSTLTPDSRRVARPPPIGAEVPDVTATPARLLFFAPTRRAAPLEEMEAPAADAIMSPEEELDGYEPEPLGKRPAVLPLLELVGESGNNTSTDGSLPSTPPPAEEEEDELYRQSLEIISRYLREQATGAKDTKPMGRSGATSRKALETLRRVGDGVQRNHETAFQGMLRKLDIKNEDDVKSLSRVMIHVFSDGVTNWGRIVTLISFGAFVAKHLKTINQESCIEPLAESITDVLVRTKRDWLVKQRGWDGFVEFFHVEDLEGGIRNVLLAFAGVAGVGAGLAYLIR
Bcl-2 Bim block = human Bim-Bcl-2 interaction inhibition | 190,000 compounds, 0.06% hits | P10415 | inhibition, % at 10 µM | Bead-based flow cytometry, Bim peptide-Bcl-2 binding; in the data active = inhibition above about 40%; inconclusive = no clear call, values can overlap the other calls;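 also: 0% = no compound wells with probe peptide and 100% = reference peptide inhibitor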
Target sequence (P10415 whole entry, looked up): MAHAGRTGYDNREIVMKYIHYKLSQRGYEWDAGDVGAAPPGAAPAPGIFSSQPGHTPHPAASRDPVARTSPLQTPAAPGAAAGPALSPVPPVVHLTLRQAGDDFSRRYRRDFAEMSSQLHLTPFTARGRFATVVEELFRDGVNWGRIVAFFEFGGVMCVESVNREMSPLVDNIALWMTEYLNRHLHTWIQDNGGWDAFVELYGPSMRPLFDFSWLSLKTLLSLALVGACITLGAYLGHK
Bcl-B Bim block = disrupts Bim peptide binding to human Bcl-B | bead-based flow cytometry | inhibition, % at 10 µM | 190,000 compounds, 0.073% hits | AID 951;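 also: 0% = tracer peptide without compound and 100% = reference inhibitor peptide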
RGS4-Gao reg = human RGS4-Galphao interaction regulation. P09471. Multiplexed bead flow cytometry, RGS4-Galphao binding; actives lie on both sides. binding response (% of control), % at 10 µM. 220,000 compounds, 0.33% hits; in the data active = binding response below about 49% or above about 150%; inactive = in between;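 also: fluorescent Galphao activated with aluminum fluoride binding bead-coupled RGS4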
An asterisk follows results filed as active; ? = inconclusive. Rule as the data show it, unless noted: active = inhibition above about 40%.

SMILES	RGS8-Gao reg	ABCG2 block	ABCB1 inh	Bcl-XL Bim block	Bim-Bfl-1	Bcl-W Bim block	RGS7-Gao reg	Mcl-1 Bim block	Bcl-2 Bim block	Bcl-B Bim block	RGS4-Gao reg
CN(C)CCOc1ccc(Cl)cc1C(C)(C)C	102	-1	0.5	-4	-10	-5	?	-2	-5	-7	106
COC(=O)c1cc(-c2ccccc2)sc1NC(=O)c1cc(C)on1	104	-7	-1.0	-5	-3	-5	99	-5	-3	-5	102
O=C(CC1(O)C(=O)Nc2ccccc21)c1cccnc1 (stereo not drawn)	109	0	-0.2	-1	-2	0	108	-2	0	-1	104
O=C(Cn1ccccc1=O)c1cccs1	101	0	0.2	0	-2	0	102	-2	-3	-1	95
CCOC(=O)Cc1cc(=O)n2[nH]c(C)c(C#N)c2n1	99	3	1.4	-2	-3	3	100	-4	-2	6	101
FC(c1nc2ccccc2[nH]1)C(F)(F)F (stereo not drawn)	104	1	0.5	0	-5	-1	106	2	-2	-4	103
COC(=O)C1=C(C)N(C)C(=O)NC1c1ccc(O)c(OC)c1 (stereo not drawn)	102	-3	-2.9	-3	-11	1	98	0	-9	-4	100
Cc1cc(Oc2nnnn2-c2ccccc2)ccc1Cl	102	29	0.8	-7	-11	0	99	-2	-9	-8	104
CCOC(=O)C1(CCOC)CCN(C(C)CCc2ccc(OC)cc2)CC1 (stereo not drawn)	101	0	0.4	-5	-7	-2	102	-4	-2	-7	103
CC(C)CC(=O)c1c[nH]c(C(=O)NCCCN2CCOCC2)c1	103	1	0.1	-4	-2	-1	104	-3	-2	-4	107
COc1ccc(S(=O)(=O)N(CCc2ccccc2)CC(=O)NC(C)C)cc1	103	0	0.5	-2	-2	-1	109	-1	-4	-4	103
CCOC(=O)C1=NN(C(C)=O)C2(CC(=O)N(c3cc(C)cc(C)c3)C2=O)C1 (stereo not drawn)	102	1	0.5	-4	-12	-4	103	-2	-9	-9	104
COc1ccc(CC2(CO)CCN(C(C)Cc3ccc(Cl)cc3)CC2)cc1 (stereo not drawn)	104	1	1.2	0	-2	0	103	-21	-1	0	100
O=C(O)c1ccccc1C(=O)N1CCN(c2ccccc2)CC1	99	1	0.2	1	-11	-1	98	0	-4	-8	99
CSc1nn2cc(CCN3CCOCC3)c(-c3ccc(F)cc3)nc2c1C#N	135	7	6.6	2	0	4	116	5	0	12	111
CCC(=O)Nc1ccc(C(=O)CSc2nc3ccc(C)cc3[nH]2)cc1	97	1	0.3	-7	-18	-6	86	-7	-7	-14	86
Nc1nnc(SCC(=O)OCc2ccc(Cl)c(Cl)c2)s1	102	-22	-2.7	9	8	3	96	4	12	8	98
O=C(CS(=O)c1cccc(C(F)(F)F)c1)Nc1ccc(Cl)cc1Cl (stereo not drawn)	103	-3	-0.3	-5	-11	-3	108	-1	-8	-6	107
CC1CN(Cc2cnc(Cl)s2)CC(C)O1 (stereo not drawn)	96	6	0.0	-3	-4	-2	?	1	0	0	94
COc1ccccc1CNC(=O)C/C(C)=N/NC(=O)Cc1ccccc1	103	0	-0.2	-1	-13	4	105	1	4	0	104
O=C(O)CCCNS(=O)(=O)c1ccc(NCc2ccccc2)c(C(=O)O)c1	94	2	0.1	6	-11	1	92	0	-7	-6	92
Cc1c(C#N)c2ccccc2n1CC(=O)N1CCCC1	101	-1	0.1	-5	-10	1	99	0	-9	-5	98
O=C(CN1C(=O)c2ccccc2C1=O)N1CCN(C(=O)c2ccco2)CC1	96	1	0.3	-2	-1	-1	98	-3	-3	-1	96
Cc1cccc(N2CCN(Cc3nc(CC4CC4)no3)CC2)n1	100	1	0.3	-5	-12	0	104	-1	-5	-7	101
COc1cc2cc(CN(CCCN3CCOCC3)Cc3nnnn3Cc3ccccc3)c(=O)[nH]c2cc1OC	105	0	0.0	0	-4	4	103	2	0	-1	104

(listing goes on)
SMILES	RGS8-Gao reg	ABCG2 block	ABCB1 inh	Bcl-XL Bim block	Bim-Bfl-1	Bcl-W Bim block	RGS7-Gao reg	Mcl-1 Bim block	Bcl-2 Bim block	Bcl-B Bim block	RGS4-Gao reg
O=C(NCc1cccs1)C(=O)c1cn(CC(=O)N2CCCC2)c2ccccc12	103	8	1.4	-2	-6	-2	105	0	-7	-5	104
C=CCNC(=O)C1CCN(c2ccc(S(=O)(=O)N3CCOCC3)cc2Cl)CC1	116	0	-0.1	3	6	3	109	-4	3	1	108
CCOc1cc(-c2noc(N)c2C#N)cc(OCC)c1OCC	100	17	0.8	0	-5	-5	88	1	-1	-4	93
CN(C)S(=O)(=O)N1CCC(Oc2ccc(C(=O)NCC(C)(C)CO)cc2)CC1	110	4	0.7	-4	3	-3	107	-2	0	-1	102
CCCCCn1c(=O)c(Cc2ccccc2)c(O)c2ccccc21	101	1	0.2	-9	-1	-4	95	0	-1	-6	97
COc1ccc(/C=C(\C#N)C(=O)N=CN(C)C)cc1	103	3	0.5	-1	-11	-1	103	1	-4	-7	100
O=C(COc1ccc(C(=S)N2CCOCC2)cc1Cl)Nc1ccccc1Cl	91	-3	-0.9	-17	18	-9	113	-14	-5	-60	106
c1ccc2c(c1)oc1c(NCC3CCCO3)ncnc12 (stereo not drawn)	102	2	0.5	-3	-2	-1	100	-3	0	-4	104
CC(NC(=O)c1cc(S(=O)(=O)N(C)C)ccc1N1CCCC1)C1CC2CCC1C2 (stereo not drawn)	95	1	1.1	-1	-7	0	97	0	-5	-1	90
Cc1ccnc(SCCn2c(N3CC(C)CC(C)C3)nc3c2c(=O)n(C)c(=O)n3C)n1 (stereo not drawn)	97	4	1.9	-2	-4	-1	101	-2	-1	-4	98
O=C(Cc1c[nH]c2ccccc12)NCc1ccc2c(c1)OCO2	101	7	0.8	-3	-12	-2	101	-1	-10	-7	101
COc1cc(CNc2nc3ccccc3n2C)cc(OC)c1OC	99	2	0.7	-5	-2	-2	94	-3	-2	-3	94
Cc1nc2c(C(=O)NCc3ccccc3Cl)c[nH]n2c(=O)c1Cl	102	1	0.1	2	-14	-2	101	0	-5	-7	102
Cc1cnn(C(=O)c2ccccc2Br)c1	101	0	0.1	0	-2	0	98	0	0	-1	100
COc1ccc2c(c1)c1ncnc(N3CCN(Cc4ccc5c(c4)OCO5)CC3)c1n2C	99	-7	-4.5	1	-3	4	96	4	1	6	95
O=C1CC2c3ccccc3C1C1C(=O)N(Cc3ccccc3)C(=O)C21 (stereo not drawn)	101	2	0.5	-1	-2	0	102	1	0	0	99
CC(C)(C)n1nnnc1C(c1ccc(F)cc1)N1CCN(Cc2ccc3c(c2)OCO3)CC1 (stereo not drawn)	89	2	0.8	-14	-13	4	88	-7	-12	-10	99
Cn1ncc(Cl)c1C(=O)N1CCN(C(=O)c2ccco2)CC1	103	3	0.4	-3	-2	4	?	0	1	0	103
Cc1ccc(SCC2=NNC(=O)C2)cc1	104	-3	-0.1	-4	-12	0	99	0	-5	-8	99
COc1cccc(C(=O)NCCOc2cc(C)cc(C)c2)c1	81	11	0.9	-1	-1	0	98	0	1	1	91
Cc1sc(NC(=O)C2C3CCC(O3)C2C(=O)O)c(C(=O)OC(C)C)c1-c1ccc(Cl)cc1 (stereo not drawn)	97	2	0.4	-12	7	-2	119	-8	-2	-28	97
Cc1ccccc1Nc1nnc(SCC(=O)NC(=O)Nc2ccc3c(c2)OCCO3)s1	100	-6	-0.7	-6	4	-2	107	-2	0	-5	105
O=C(Nc1ccc(S(=O)(=O)N2CCCCC2c2cccnc2)cc1)c1ccccc1F (stereo not drawn)	103	2	0.7	-5	-11	-4	102	-4	-4	-8	104
Cn1c(Cn2c(=O)sc3ccccc32)nnc1SCC(=O)Nc1ccc2c(c1)OCO2	97	3	0.8	-6	-3	-5	97	2	-4	-10	95
O=C(O)CSc1nc(SCc2ccccc2Cl)nc2c1CCCC2	96	3	0.3	-4	-2	1	103	0	3	1	95
CS/C(=N\S(=O)(=O)c1ccc(N)cc1)NS(=O)(=O)c1cccs1	103	1	0.3	-4	-13	-1	104	-1	-9	-7	107
O=C(CSc1nc(-c2cccs2)cc(C(F)(F)F)n1)NCCCN1CCOCC1	104	0	0.0	-1	-1	3	97	4	0	3	99
CN(C)CCCN(C(=O)c1sc2ccccc2c1Cl)c1nc2ccc(F)cc2s1	104	-1	0.5	-2	-14	0	107	-1	0	-5	104

Of the compounds above, these have two or more sulfur atoms:
SMILES	RGS8-Gao reg	ABCG2 block	ABCB1 inh	Bcl-XL Bim block	Bim-Bfl-1	Bcl-W Bim block	RGS7-Gao reg	Mcl-1 Bim block	Bcl-2 Bim block	Bcl-B Bim block	RGS4-Gao reg
Nc1nnc(SCC(=O)OCc2ccc(Cl)c(Cl)c2)s1	102	-22	-2.7	9	8	3	96	4	12	8	98
Cc1ccccc1Nc1nnc(SCC(=O)NC(=O)Nc2ccc3c(c2)OCCO3)s1	100	-6	-0.7	-6	4	-2	107	-2	0	-5	105
Cn1c(Cn2c(=O)sc3ccccc32)nnc1SCC(=O)Nc1ccc2c(c1)OCO2	97	3	0.8	-6	-3	-5	97	2	-4	-10	95
O=C(O)CSc1nc(SCc2ccccc2Cl)nc2c1CCCC2	96	3	0.3	-4	-2	1	103	0	3	1	95
CS/C(=N\S(=O)(=O)c1ccc(N)cc1)NS(=O)(=O)c1cccs1	103	1	0.3	-4	-13	-1	104	-1	-9	-7	107
O=C(CSc1nc(-c2cccs2)cc(C(F)(F)F)n1)NCCCN1CCOCC1	104	0	0.0	-1	-1	3	97	4	0	3	99
CN(C)CCCN(C(=O)c1sc2ccccc2c1Cl)c1nc2ccc(F)cc2s1	104	-1	0.5	-2	-14	0	107	-1	0	-5	104
